Abeta yeast res: A-beta toxicity reversal in yeast; yeast expressing A-beta42, growth rescue, OD600, 48 h; response scale: 0% DMSO, 100% iron-clioquinol control; Potency, µM (highest dose often 46.1 µM), for inactives: top-dose growth rescue, hits mostly activators; 410,000 compounds, 0.063% hits; also: potency is read from the fitted curve at half-maximal effect; nearly all actives have a fitted effect of over 55% in size
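Growth rescue measured by 600 nm absorbance after 48 h yeast culture at 30 C with compound. Values normalized between DMSO and an equimolar ferric chloride plus clioquinol control.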
aSyn yeast inh: alpha-synuclein toxicity inhibition in yeast | Yeast expressing alpha-synuclein, growth rescue, BacTiter-Glo, 24 h | 370,000 compounds, 0.14% hits | Potency, µM (top dose mostly 46.1 µM), without a hit: top-dose growth rescue (activation), actives largely listed as activators; also: potency is read from the fitted curve at half-maximal effect; % of control where 0% means no effect; nearly all actives have a fitted effect of over 65% in size
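Rescue of yeast growth: cells expressing toxic alpha-synuclein, induced in galactose at OD600 0.02, incubated with compound 24 h at 30 C. ATP luminescence quantified growth; inhibitors of toxicity appear as activators.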
EPAC2 agonist: activates human EPAC2 exchange factor. EPAC2 activation, biochemical qHTS; response scale: 100% = 6.5 mM cAMP response. 360,000 compounds, 0.079% hits. AID 720711. Potency, µM (top dose mostly 154 µM), inactives show at the highest dose activation, actives largely listed as activators. Q8WZA2; also: potency is read from the fitted curve at half-maximal effect; nearly all actives have a fitted effect of over 50% in size
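Nucleotide exchange monitored as fluorescence drop when BODIPY-GDP leaves Rap1B. Reaction: 100 nM EPAC2, 250 nM RAP1B-BODIPY-GDP, 50 uM GDP, room temperature, kinetic read over 30 min. Activity expressed relative to 6.5 mM cAMP.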
DRD3 antagonist: antagonists of human D3 dopamine receptor. P35462. AID 652054. 360,000 compounds, 2.5% hits. max response, negative = inhibition, %. D3R cells, DiscoveRx beta-arrestin luminescence, antagonist mode; hits give low values; in the data active = max response below about -50%; inconclusive = no clear call, values can overlap the other calls; also: % is scaled to controls: 0 for no effect and ±100 for the full control effect; mostly tested at two doses, the higher about 12 µM
Target sequence (P35462 whole entry, looked up): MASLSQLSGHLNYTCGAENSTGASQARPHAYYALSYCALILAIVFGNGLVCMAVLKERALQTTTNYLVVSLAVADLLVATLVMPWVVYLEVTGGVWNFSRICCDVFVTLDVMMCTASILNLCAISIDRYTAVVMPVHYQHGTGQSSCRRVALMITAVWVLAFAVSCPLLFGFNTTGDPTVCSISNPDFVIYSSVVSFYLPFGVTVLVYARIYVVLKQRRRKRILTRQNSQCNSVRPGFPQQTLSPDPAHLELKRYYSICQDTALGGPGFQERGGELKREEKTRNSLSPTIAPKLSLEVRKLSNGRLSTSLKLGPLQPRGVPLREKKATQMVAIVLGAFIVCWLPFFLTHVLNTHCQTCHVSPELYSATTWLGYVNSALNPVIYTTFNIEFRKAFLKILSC
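Cells plated overnight at 1500 cells/well, then exposed to library compounds with dopamine controls for 90 minutes at 37 degrees C. DiscoveRx reagent added for 30–60 minutes at room temperature; luminescence read, quantitative HTS format.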
TDP-43 yeast inh: rescues yeast growth from TDP-43 toxicity | Potency, µM (titrated, usually from 46.1 µM), for inactives: top-dose growth rescue (activation), usual class: activators | 410,000 compounds, 1.8% hits | AID 652104 | TDP-43 expressing yeast growth rescue, BacTiter-Glo, 24 h; also: potency is read from the fitted curve at half-maximal effect; % of control where 0% means no effect; nearly all actives have a fitted effect of over 50% in size
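Cell-based yeast growth screen: TDP-43 expression induced in galactose, inoculum OD600=0.02 after raffinose pregrowth to mid-log. Read-out BacTiter-Glo luminescence at 24 hr, 30 deg C; inhibition of toxicity seen as signal increase.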
D3 ag: activates the human D3 dopamine receptor. P35462. D3R DiscoveRx beta-arrestin cells, luminescence, 90 min. max activation, %. 410,000 compounds, 0.58% hits. AID 652048; in the data active = max activation above about 30%; also: 0% is about no effect; mostly tested at two doses, the higher about 12 µM
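Cells at 1500/well, incubated overnight, then treated with pinned compounds (dopamine as control) for 90 min at 37 degrees C. DiscoveRx reagent added for 30 - 60 minutes at room temperature; luminescence read.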
FUS yeast rescue: rescues growth of FUS-expressing yeast. S. cerevisiae FUS-expressing, growth rescue, OD600, 24 h. Potency, µM (top dose mostly 76.6 µM), for the others: top-dose growth rescue (activation), hits mostly activators. 390,000 compounds, 0.24% hits;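 also: potency is read from the fitted curve at half-maximal effect; plate controls were DMSO vehicle for no effect and reference control for full effect; nearly all actives have a fitted effect of over 55% in size; some results filed as inactive show a strong effect at the top dose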
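S. cerevisiae expressing FUS from galactose induction served as the toxicity model. Growth after 24hr at 30C, read as absorbance at 600 nm, indicates suppression of toxicity; compounds dosed at several concentrations.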
EPAC2 antag: antagonists of human EPAC2. Potency, µM (highest dose often 114 µM), for inactives: at the highest dose activity, negative = inhibition, most hits filed as inhibitors. EPAC2 GEF exchange of Rap1B-BODIPY-GDP, fluorescence. Q8WZA2. 360,000 compounds, 0.18% hits; also: potency is read from the fitted curve at half-maximal effect; % is scaled to controls: 0 for no effect and ±100 for the full control effect; nearly all actives have a fitted effect of over 45% in size; many of its hits are not listed in these tables
Numbers without * were called inactive; ? = inconclusive; . = no result given; & = joins results of further samples; [ ] = another dose, or the depositor's remark. Unless noted, calls follow the shape of the dose curve; as a rule, active = well fitted curve in the direction sought with a large enough effect; inconclusive = small, poorly fitted or top-dose-only effect, or another doubt; inactive = no such curve, though single readings can be large; an effect the other way counts as inactive or inconclusive. These rows are one share of the data, so the mix of outcomes need not match the whole.

SMILES | Abeta yeast res | aSyn yeast inh | EPAC2 agonist | DRD3 antagonist | TDP-43 yeast inh | D3 ag | FUS yeast rescue | EPAC2 antag
CCOC(=O)[C@]12CCC=C1N(Cc1ccc3c(c1)OCO3)C(=O)[C@H](CC(=O)NCCC(C)C)C2 | -2.2% | -4.2% | 1.3% | -29.3 | -1.4% | -6.1 | 27.3% | -4.4%
Cc1ccc(Cc2c(-c3ccc(C)cc3)nc3ccc(Br)cn23)cc1 | -24.6% | 14.7% | 13.4% | -16.0 | ? | -2.5 | 34.6% | -0.9%
Cc1nc2ccccc2c(=O)n1/N=C/C=C/c1ccccc1 | -15.6% | -6.6% | 4.3% | 13.8 | -25.4% | 20.1 | 39.3% | 12.0%
COCCNC(=O)C(=O)c1c(-c2ccccc2)[nH]c2ccccc12 | -2.0% | -10.7% | -0.2% | 5.2 | -3.7% | 1.8 | 18.1% | -0.6%
Cn1c(=O)c(C(=O)CCl)c(N)n(Cc2ccccc2)c1=O | -10.4% | -4.4% | 4.5% | 8.1 | 9.4% | 3.9 | -3.4% | 3.0%
Cn1c(NC(=O)c2cc(Br)ccc2Cl)cc(=O)n(C)c1=O | 1.1% | 5.0% | 1.5% | 6.3 | 17.7% | 2.3 | -20.3% | -13.6%
COc1ccc(CN2CCNC(=O)C2CC(=O)N(C)Cc2nc(C)cs2)c(OC)c1 (stereo not given) | -9.9% | 0.4% | 11.8% | -5.2 | 5.6% | -8.7 | . | -3.1%
O=C(NC1CCCCC1)C(c1cccs1)N(C(=O)c1ccco1)c1ccc2c(c1)OCCO2 (stereo not given) | 5.0% | 4.1% | 0.8% | -11.0 | 3.7% | -1.0 | 31.9% | -7.7%
CNC(=S)N/N=C(\C)c1ccc2c(c1)OCCO2 | ? | 3.9% | 0.5% | -1.2 | ? | 2.7 | -15.5% | 1.6%
O=C(c1ccc(F)cc1)C1CCN(C(=O)Nc2ccc(F)cc2)CC1 | -0.9% | -3.0% | 0.4% | 15.1 | ? | -5.2 | 3.8% | 9.9%
CC(C)CCNS(=O)(=O)c1cc2c3c(c1)CCN3C(=O)CC2 | 1.7% | 3.3% | -14.8% | -5.5 | 19.4% | -7.4 | -3.5% | -4.3%
COCCNC(=O)CSc1nc2scc(-c3ccccc3)c2c(=O)[nH]1 | -0.7% | -9.1% | 11.4% | -12.1 | -4.2% | 5.1 | 15.7% | 4.2%
O=C(CSc1nccn1Cc1ccccc1)NC1CCCC1 | 2.5%&-10.3% | -0.1%&-1.5% | 5.9% | -9.2 | -19.6%&-5.0% | -10.7&-14.0 | -3.8% | -3.2%
CCCNC(=O)[C@@H]1CCCN1C(=O)[C@@H]1Cc2ccccc2CN1 | 8.2% | 7.1% | 5.1% | -3.2 | ? | 3.6 | 9.9% | 11.1%
O=C(CN1CCCN(S(=O)(=O)c2ccc(Br)cc2)CC1)Nc1cccc(C(F)(F)F)c1 | 19.0% | . | . | . | 17.6% | -6.1 | ? | .
Cc1ccc(C23CC4CC(CC(CC(=O)NC(C)(C)CO)(C4)C2)C3)cc1 | -30.7%[inhibitor] | 2.5% | -9.0% | 0.1 | 35.5µM* | 0.5 | 27.0% | -2.4%
Cc1cccc(C(=O)N2CCC(=O)N(C(COCc3cccc(C(F)(F)F)c3)Cc3ccccc3)CC2)c1 (stereo not given) | 7.5% | 20.4% | 3.9% | 1.6 | ? | 6.4 | ? | -28.7%
CCOC(=O)c1c(NC(=O)c2nc3n(n2)C(C(F)F)CC(C)N3)sc2c1CCCC2 (stereo not given) | -1.1% | -0.2% | 3.7% | 3.9 | -1.8% | 2.3 | -4.0% | -0.6%
O=C(COc1ccccc1)NCc1ccc2c(c1)CCN2C(=O)c1ccccc1 | 3.6% | . | . | . | 23.4% | 7.2 | -12.8% | .
COc1cc(CCN(C(=O)c2cccc(S(C)(=O)=O)c2)C(CCc2ccccc2)c2nc3ccccc3[nH]2)cc(OC)c1 (stereo not given) | 0.5% | -0.1% | -12.6% | -15.0 | 0.3% | -13.9 | ? | ?
CC1CCCC(NC(=O)COC(=O)c2ccc3ccccc3n2)C1C (stereo not given) | 13.7% | . | -6.3% | -3.5 | 11.2% | 1.8 | 4.4% | 5.4%
CC1Oc2ccccc2N(Cc2cccc(F)c2)C1=O (stereo not given) | -8.0% | 4.9% | 6.8% | -16.8 | 12.7% | 13.0 | -8.5% | -19.7%
O=C(Cn1nnc(-c2ccc(S(=O)(=O)N3CCCC3)cc2)n1)Nc1ccccc1-n1cccc1 | 26.0% | 0.2% | 7.4% | 23.4 | -8.8% | 0.5 | 15.7% | -2.6%
Cc1ccc(C)c2[nH]c(=O)c(CCNC(=O)c3cccs3)cc12 | 12.4% | 3.6% | 2.1% | 4.4 | 11.8% | 1.6 | -21.4% | 2.5%
O=C(COC(=O)c1cc(S(=O)(=O)N2CCOCC2)c(Cl)cc1Cl)NCc1ccco1 | -4.6% | 5.6% | 6.8% | -7.2 | -4.2% | 9.7 | 22.8% | -0.6%
N#Cc1ccsc1NC(=O)C1CCN(C(=O)c2ccc(F)cc2)CC1 | 5.1% | -6.0%[1.84 µM] | 6.1% | 10.3 | 7.7% | 5.3 | 31.1% | -3.7%
CSc1ccccc1NC(=O)C1(C)CCN1C(=O)Cc1ccc(-c2ccccc2)cc1 (stereo not given) | 4.6% | 14.8% | 9.6% | 58.1 | 13.3% | 10.5 | 41.8% | -20.5%
COc1ccccc1C1CCN(Cc2ccc3ccccc3c2)CC1 | -1.8% | -0.2% | 25.9% | -61.7* | -15.8% | -33.7 | 43.0% | 3.3%
COc1ccc2c(c1)cc(C)c1nnc(SCC(=O)N3CCN(C(=O)c4ccco4)CC3)n12 | -4.2% | 3.7% | -2.9% | 4.2 | -12.0% | 2.8 | -13.2% | 3.9%
CCOC(=O)N1CCN(Cc2nc3cc(NC(=O)c4cccc(C)c4)ccc3n2C(C)C)CC1 | 0.1% | . | . | . | 24.4% | -3.8 | 17.2% | .

Reprinted at random: 2 compounds from above, in no set order.
SMILES | Abeta yeast res | aSyn yeast inh | EPAC2 agonist | DRD3 antagonist | TDP-43 yeast inh | D3 ag | FUS yeast rescue | EPAC2 antag
Cc1cccc(C(=O)N2CCC(=O)N(C(COCc3cccc(C(F)(F)F)c3)Cc3ccccc3)CC2)c1 (stereo not given) | 7.5% | 20.4% | 3.9% | 1.6 | ? | 6.4 | ? | -28.7%
Cc1ccc(C)c2[nH]c(=O)c(CCNC(=O)c3cccs3)cc12 | 12.4% | 3.6% | 2.1% | 4.4 | 11.8% | 1.6 | -21.4% | 2.5%

(more compounds)
SMILES | Abeta yeast res | aSyn yeast inh | EPAC2 agonist | DRD3 antagonist | TDP-43 yeast inh | D3 ag | FUS yeast rescue | EPAC2 antag
Cc1ccc(S(=O)(=O)NCCC(=O)OCC(=O)N(C)c2ccccc2)cc1 | 11.5% | 5.0% | 3.7% | 3.0 | 19.7% | 7.4 | 2.0% | 6.2%
CC1=C(C(=O)NCCc2ccc(Cl)cc2)C2(CCCCC2)OC1=O | 10.1% | . | . | . | 22.8% | 2.8 | -11.0% | .
O=C1Nc2ccc(Br)cc2/C1=N/N=C/C1=C(N2CCOCC2)C(=C\c2ccccc2)/CC1 | -17.3% | -13.0% | -2.8% | -21.3 | 12.5% | -3.3 | 12.5% | -10.0%
O=C(N/N=C/c1cc([N+](=O)[O-])ccc1O)c1c[nH]c2ccccc12 | -9.8% | -0.4% | -2.1% | -28.5 | -2.8% | -5.3 | 17.5% | 0.8%
Cc1cc(N2CCC(C(=O)Nc3ccc(F)cc3)CC2)nc(-c2ccccc2)n1 | -0.7% | -3.3% | 12.5% | -22.0 | -0.4% | 0.9 | 14.3% | -4.7%
COc1cc(C2NC(=O)NC(c3ccccc3)=C2C(C)=O)c(Br)cc1OCC(N)=O (stereo not given) | -1.2% | -6.0% | 8.9% | -11.2 | -14.0% | -3.0 | 17.6% | -4.4%
Cc1ccc(C(=O)N/C(=C/c2ccc(-c3cccc([N+](=O)[O-])c3)o2)C(=O)NCCCN(C)C)cc1 | -23.4% | -2.4% | 2.8% | 10.3 | -4.5% | -2.7 | 12.9% | 5.8%
CCCCS(=O)(=O)N1CCCC(C(=O)NCCc2ccccc2)C1 (stereo not given) | -5.6% | 0.1% | 4.2% | 2.9 | -15.3% | 12.9 | -2.2% | -11.6%
Cc1ccc(S(=O)(=O)N2CCOCC2)cc1C(=O)Nc1ccccc1N1CCOCC1 | -4.1% | -9.3% | -1.5% | 11.7 | 21.6% | -1.6 | 4.7% | 2.2%
COc1ccc(-n2cc(-c3ccccc3)nc2SCC(=O)Nc2ccccc2)cc1Cl | -2.3% | . | . | . | 0.0%[9.22 µM] | -5.5 | 20.3% | .
CCOC(=O)C1=C(C)NC2=C(C(=O)CC(C)(C)C2)C1c1cccc(C)n1 (stereo not given) | -1.3% | -5.8% | -8.2% | -20.5 | -5.3% | 3.0 | 4.8% | 11.6%
O=C(Cn1ncc(Cl)c(Cl)c1=O)N1CCc2ccccc21 | -1.7% | 12.5% | -3.8% | ? | 0.0% | 0.6 | 34.2% | 22.5%
COc1ccc(-c2nc3ccccn3c2C=O)cc1 | 13.3% | -3.9% | 2.4% | -23.6 | -0.1% | -13.9 | . | 4.7%
CC(Sc1nnc(COc2ccc(Cl)cc2)n1-c1ccccc1)C(=O)O (stereo not given) | -14.1% | -7.9% | 7.4% | -3.6 | . | -4.6 | 19.4% | -12.3%
N#CC1=C(N)Oc2c(ccc3ccccc23)C1c1cccs1 (stereo not given) | -12.9% | 0.0% | 7.3% | -14.8 | -10.0% | -2.6 | ? | -8.4%
N#CCCCN1C(=O)C(=C(C#N)C#N)c2ccccc21 | 5.8% | 5.9% | 6.5% | -28.6 | 21.7% | -7.4 | -3.3% | 1.2%
COc1cc(/C=C/C(=O)OCC(=O)c2ccc(S(=O)(=O)N3CCCCC3)cc2)cc(OC)c1OC | -4.0% | -6.1% | -4.3% | -1.4 | 2.7% | 5.1 | 3.1% | 18.3%
O=C(CN(CC1CCCO1)C(=O)CNS(=O)(=O)c1ccc(F)cc1)NCc1ccccc1 (stereo not given) | -11.4% | 0.2% | 9.3% | -6.1 | -9.9% | -4.5 | 8.1% | 3.9%
CCOc1ccc2nc(NC(=O)CN3CCN(C)CC3)sc2c1 | 10.8% | -0.1% | 11.1% | -20.4 | 4.8% | 8.6 | 18.6% | -0.4%
O=C(Nc1cccc(NC(=O)c2cccs2)c1)c1ccco1 | -1.1% | -3.0% | 6.1% | -17.2 | 19.8% | -2.2 | 9.8% | -2.9%

High-throughput results: PubChem, National Center for Advancing Translational Sciences (NCATS)
